XIAP antagonists: small molecules displacing peptide from XIAP – biochemical, IAP family, fluorescence polarization (AID 1018); XIAP BIR domain, fluorescence polarization peptide displacement; higher % means a stronger effect; displacement, % at 20 µM; hits with a dose series show IC50 in µM; 0.007% of 200,000 active; in the data active = displacement above about 50%; note: a part of the inactive calls stands beside numbers as strong as those of hits
Autophagy mod: alters autophagy in cells | MEF GFP-LC3 puncta imaging; test concentration mostly 10 µM | calls only at 10 µM (by protocol) | 0.98% of 190,000 active;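 active = percentage of spot-positive cells more than 3 SD above its plate mean, without a fluorescence outlier flag or 80% toxicity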;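 note: spot-positive cell cutoff set from DMSO-treated cells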
WT yeast gro inh: growth inhibition of WT yeast, mitochondrial fusion screen; mitochondrial fusion phenotypic screen, WT strain; inhibition, % at 10 µM; 2.1% of 190,000 active; AID 1362; in the data active = inhibition above about 58%; tested in S. cerevisiae
Insulin prom up: MIN6 insulin promoter up-regulation; MIN6 insulin promoter-GFP reporter, high-content imaging; stronger effect = higher value; z-score at 5 µM; 0.3% of 190,000 active; AID 1625;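 active = z-score above 3 at 5 µM with at least 500 cells counted in the well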
MT stabilize HCS: microtubule stabilization, imaging screen. HeLa tubulin immunostaining HCS, 24 h; share of cells brighter than vehicle mean+2SD. % tubulin-high responders, % at 10 µM. 0.83% of 200,000 active. AID 2205;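 active = plate Z-score above 3 for both tubulin-high and condensed-nucleus cell shares, with cell loss under 80%, at 10 µM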;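 note: anti alpha tubulin signal scored within the nucleus-defined area of each cell; some results filed as inactive read as strong as hits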
Hep lipid drop: modulators of hepatic lipid droplet formation; AML12 mouse hepatocytes, oleate lipid droplets, BODIPY imaging; inhibition, % at 6.5 µM; 0.4% of 240,000 active; AID 1656;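 active = lipid droplet intensity inhibited by at least 50%, with more than 500 cells counted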
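Technique: fluorescence imaging, 20x objective, two fields per well / Assay system: AML12 hepatocytes (mouse) / Measure: % inhibition of lipid droplet signal / Doses: 6.5 µM single-point dosing / Incubation: overnight exposure / Reagent: 100 µM oleic acid challenge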
Dynein transport: dynein cargo transport inhibition. 3617.4 mouse cells, GR-EGFP nuclear translocation imaging; test concentration mostly 20 µM; stimulated with dexamethasone, 1 µM; stronger effect = lower value. z-score, hits read low. 0.47% of 220,000 active. AID 1381;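 active = plate z-score of nuclear minus cytoplasmic receptor signal below a set negative limit, without overly bright fluorescence or cell loss, cut at about -3.5 in these data, passing the limit was not always enough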;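 note: z-score of nuclear minus cytoplasmic ring GR-EGFP intensity difference per well; some compounds called inactive have numbers as strong as hits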
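Also added: dexamethasone, 1.0 µM final. Medium: tet-free, stripped-serum medium. Detection: fixed, Hoechst-stained cells imaged at 10x for EGFP. Read-out: nuclear-to-cytoplasmic GR-EGFP distribution per well. Times: induction 48 h, compound 1 h, agonist 30 min.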
bCat nuc transl: modulators of beta-catenin nuclear translocation; HeLa beta-catenin nuclear translocation, immunofluorescence imaging; nuclear translocation activity, % at 5 µM; 0.3% of 190,000 active; AID 1665;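 active = nuclear translocation activity above 50% at 5 µM, with a well cell count of 50 or more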;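 note: per-cell ratio of nuclear to cytoplasmic median beta-catenin stain intensity; plate controls were DMSO negative control for no effect and GSK-3 inhibitor IX positive control for full effect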
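Test system: human HeLa cells, native beta-catenin. Compound dosing: 5 µM primary single dose, 0.1% DMSO, 0.02–20 µM confirmation series. Incubation: compound exposure 24 h at 37°C. Detection: beta-catenin immunostaining with DAPI counterstain, 20x imaging, 6 fields/well. Read-out basis: Nuclear/cytoplasmic beta-catenin signal ratio, % activation.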
ER stress rescue: protection against thapsigargin-triggered cell killing – 384-well, CSM14.1, ATP luminescence, primary screen (AID 1222); CSM14.1 thapsigargin-induced death rescue, ATP luminescence; higher % means a stronger effect; one-dose cellular ATP content (survival), % at 20 µM; EC50 in µM for titrated hits; 190,000 tested, under 10 active;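 active = EC50 below 50 µM in the dose-response confirmation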;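 note: death triggered by thapsigargin at about 15 µM added after 2 h compound pretreatment; cell ATP read after overnight thapsigargin exposure of roughly 18 to 22 hours; normalized against plate controls of thapsigargin alone and 5% DMSO vehicle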
WT yeast gro inh mutant strain: second read-out of WT yeast gro inh, no call of its own (marks repeat the call); inhibition, %; mitochondrial fusion phenotypic screen, mutant strain inhibition
Dynein transport cytoplasmic EGFP: also measured in Dynein transport; calls as there; z-score; measured here: cytoplasmic GR-EGFP intensity; stronger effect = higher value
Dynein transport nuclear GR-EGFP: further read-out of Dynein transport, marked with its call; z-score; measured here: nuclear GR-EGFP intensity;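 lower value marks the stronger effect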
Dynein transport cell count: second read-out of Dynein transport, no call of its own (marks repeat the call); z-score; measured here: cell count per field
Insulin prom up cell count: further read-out of Insulin prom up, marked with its call; cell count; measured here: cytotoxicity, nuclei count;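 total cells summed across four imaged fields per well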
Hep lipid drop cells 6.5 µM: further read-out of Hep lipid drop, marked with its call; cell count; measured here: cell count, cytotoxicity flag;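 cells counted across two imaged fields per well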
bCat nuc transl cell count 5 µM: also measured in bCat nuc transl; calls as there; cell count; measured here: cell count, cytotoxicity flag
MT stabilize HCS Hoechst-high %: recorded beside MT stabilize HCS, whose call it bears; % Hoechst-high responders; measured here: nuclear condensation Hoechst responders;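 share of cells brighter than vehicle mean plus two SD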
MT stabilize HCS cytotoxicity %: also measured in MT stabilize HCS; calls as there; toxicity, %; measured here: cytotoxicity by cell density;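 0% = mean cell density of plate MIN control wells and 100% = no cells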
Autophagy mod cell loss 18 h: further read-out of Autophagy mod, marked with its call; toxicity, %; measured here: cell loss, nuclei count;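 cell loss after 18 h compound exposure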
Active calls of the source: *. The order is random, and some 4% of all compounds hit somewhere here.

Screening COc1ccccc1C(C)N(C)Cc1nc(COc2ccccc2)no1 (stereo not drawn) returned XIAP antagonists -7.1%, Autophagy mod inactive, WT yeast gro inh 9, Insulin prom up 0.88, MT stabilize HCS 1.5, Hep lipid drop -9, Dynein transport 0.017, bCat nuc transl -0.9, ER stress rescue -1.1%, WT yeast gro inh mutant strain -2, Dynein transport cytoplasmic EGFP -0.38, Dynein transport nuclear GR-EGFP 0.41, Dynein transport cell count 1.1, Insulin prom up cell count 1443, Hep lipid drop cells 6.5 µM 757, bCat nuc transl cell count 5 µM 955, MT stabilize HCS Hoechst-high % 0.9, MT stabilize HCS cytotoxicity % 4.7 and Autophagy mod cell loss 18 h 3.
O=C(O)CCN1/C(=C/C=Nc2ccccc2)Oc2ccccc21 was read as XIAP antagonists -1.6%, Autophagy mod inactive, WT yeast gro inh 56, Insulin prom up -0.87, MT stabilize HCS 3.8, Dynein transport 0.2, bCat nuc transl -6.5, ER stress rescue 3.1%, WT yeast gro inh mutant strain 1, Dynein transport cytoplasmic EGFP -0.23, Dynein transport nuclear GR-EGFP -0.22, Dynein transport cell count 0.54, Insulin prom up cell count 1172, bCat nuc transl cell count 5 µM 960, MT stabilize HCS Hoechst-high % 2.0, MT stabilize HCS cytotoxicity % 2.6 and Autophagy mod cell loss 18 h 15.
COc1ccc(N2CCN(C(=O)CCCSc3nc4ccccc4[nH]3)CC2)cc1 was read as XIAP antagonists -7.8%, Autophagy mod inactive, Insulin prom up 0.31, MT stabilize HCS 3.2, Hep lipid drop -2, Dynein transport -0.59, bCat nuc transl -4.7, ER stress rescue 3.5%, Dynein transport cytoplasmic EGFP -0.21, Dynein transport nuclear GR-EGFP -0.52, Dynein transport cell count 0.42, Insulin prom up cell count 826, Hep lipid drop cells 6.5 µM 740, bCat nuc transl cell count 5 µM 1138, MT stabilize HCS Hoechst-high % 2.5, MT stabilize HCS cytotoxicity % 5.4 and Autophagy mod cell loss 18 h -35.
`CCN(CC)C(=O)Oc1nnc(SC(C)C)n1-c1ccc(Cl)cc1` gave Insulin prom up -0.76, Hep lipid drop -4, Dynein transport -0.021, bCat nuc transl 1.5, Dynein transport cytoplasmic EGFP -0.015, Dynein transport nuclear GR-EGFP 0.53, Dynein transport cell count -0.051, Insulin prom up cell count 1140, Hep lipid drop cells 6.5 µM 681 and bCat nuc transl cell count 5 µM 1289.
COc1ccc2c(N)c(C(=O)NN)[nH]c2c1 was read as Insulin prom up -1.3, Hep lipid drop -3, Dynein transport 0.07, bCat nuc transl -0.4, Dynein transport cytoplasmic EGFP -0.16, Dynein transport nuclear GR-EGFP 0.42, Dynein transport cell count 0.075, Insulin prom up cell count 1029, Hep lipid drop cells 6.5 µM 669 and bCat nuc transl cell count 5 µM 1298.
C/C(=N\NC(=O)c1cc(-c2ccc(C)s2)[nH]n1)c1ccco1 was read as XIAP antagonists -6.2%, Autophagy mod inactive, WT yeast gro inh 3, MT stabilize HCS 9.7, Hep lipid drop 10, Dynein transport -0.44, bCat nuc transl 0.6, ER stress rescue -4.5%, WT yeast gro inh mutant strain -9, Dynein transport cytoplasmic EGFP -0.34, Dynein transport nuclear GR-EGFP -0.59, Dynein transport cell count 0.81, Hep lipid drop cells 6.5 µM 453, bCat nuc transl cell count 5 µM 963, MT stabilize HCS Hoechst-high % 3.8, MT stabilize HCS cytotoxicity % 1.8 and Autophagy mod cell loss 18 h 6.
COc1ccc(OCc2nc3ccccc3n2C(C)C)cc1 was read as XIAP antagonists -6.9%, Autophagy mod inactive, WT yeast gro inh -6, Insulin prom up 0.89, MT stabilize HCS 1.2, Hep lipid drop -21, Dynein transport 0.82, bCat nuc transl -1.8, ER stress rescue 8.5%, WT yeast gro inh mutant strain 5, Dynein transport cytoplasmic EGFP -0.089, Dynein transport nuclear GR-EGFP 1.1, Dynein transport cell count -1.1, Insulin prom up cell count 1430, Hep lipid drop cells 6.5 µM 746, bCat nuc transl cell count 5 µM 937, MT stabilize HCS Hoechst-high % 2.3, MT stabilize HCS cytotoxicity % 11 and Autophagy mod cell loss 18 h -16.
For C#CCNC(=O)C1=C[C@@H](c2ccc(Br)cc2)C[C@@H](OCCCCO)O1 the results were XIAP antagonists -8.5%, Autophagy mod inactive, WT yeast gro inh 8, Insulin prom up -0.37, MT stabilize HCS 5.1, Hep lipid drop -2, Dynein transport 2, bCat nuc transl -1.5, ER stress rescue 0.8%, WT yeast gro inh mutant strain 16, Dynein transport cytoplasmic EGFP -0.098, Dynein transport nuclear GR-EGFP 1.8, Dynein transport cell count -2.2, Insulin prom up cell count 1422, Hep lipid drop cells 6.5 µM 704, bCat nuc transl cell count 5 µM 1198, MT stabilize HCS Hoechst-high % 1.8, MT stabilize HCS cytotoxicity % 7.7 and Autophagy mod cell loss 18 h 9.
O=C1CCCC1C(=O)Nc1ccc2ccccc2c1 (stereo not drawn) was read as Insulin prom up 0.08, Hep lipid drop -16, Dynein transport 0.63, bCat nuc transl -0.3, Dynein transport cytoplasmic EGFP -0.21, Dynein transport nuclear GR-EGFP 1, Dynein transport cell count -0.79, Insulin prom up cell count 1101, Hep lipid drop cells 6.5 µM 705 and bCat nuc transl cell count 5 µM 1260.
CCOC(=O)c1ccc(NC(=S)N2CCN(CCNC3=CC(=O)CC(C)(C)C3)CC2)cc1 was read as XIAP antagonists -3.2%, Autophagy mod inactive, WT yeast gro inh -10, Insulin prom up 0.06, MT stabilize HCS 2.3, Hep lipid drop 3, Dynein transport 0.14, bCat nuc transl 0.3, ER stress rescue -0.9%, WT yeast gro inh mutant strain -3, Dynein transport cytoplasmic EGFP -0.048, Dynein transport nuclear GR-EGFP 0.25, Dynein transport cell count -0.11, Insulin prom up cell count 1171, Hep lipid drop cells 6.5 µM 702, bCat nuc transl cell count 5 µM 1137, MT stabilize HCS Hoechst-high % 1.7, MT stabilize HCS cytotoxicity % 8.2 and Autophagy mod cell loss 18 h 42.
For Cc1nc2ccc(NC3=NCCCCC3)cc2s1 the results were XIAP antagonists 4.3%, Autophagy mod inactive, WT yeast gro inh 7, Insulin prom up -0.61, MT stabilize HCS 1.2, Dynein transport -0.26, bCat nuc transl 1.3, ER stress rescue -0.9%, WT yeast gro inh mutant strain 0, Dynein transport cytoplasmic EGFP -0.22, Dynein transport nuclear GR-EGFP -0.011, Dynein transport cell count 0.22, Insulin prom up cell count 1127, bCat nuc transl cell count 5 µM 1183, MT stabilize HCS Hoechst-high % 2.0, MT stabilize HCS cytotoxicity % 12 and Autophagy mod cell loss 18 h 43.
For CCOC(=O)C1(Cc2ccc(Cl)cc2)CCN(CCCn2cccn2)CC1 the results were XIAP antagonists -1.3%, Autophagy mod inactive, WT yeast gro inh 3, Insulin prom up -0.16, MT stabilize HCS 2.6, Hep lipid drop -1, Dynein transport -0.46, bCat nuc transl 0.6, ER stress rescue 3.1%, WT yeast gro inh mutant strain 9, Dynein transport cytoplasmic EGFP -0.2, Dynein transport nuclear GR-EGFP -0.45, Dynein transport cell count 0.57, Insulin prom up cell count 1586, Hep lipid drop cells 6.5 µM 683, bCat nuc transl cell count 5 µM 977, MT stabilize HCS Hoechst-high % 0.9, MT stabilize HCS cytotoxicity % 7.7 and Autophagy mod cell loss 18 h 0.
Screening Cc1ccc(C2SCC(=O)N2Cc2cn3ccsc3n2)o1 (stereo not drawn) returned XIAP antagonists -7.1%, Autophagy mod active, WT yeast gro inh 0, Insulin prom up 0.08, MT stabilize HCS 1.1, Dynein transport -0.4, bCat nuc transl -0.8, WT yeast gro inh mutant strain 1, Dynein transport cytoplasmic EGFP -0.24, Dynein transport nuclear GR-EGFP -0.044, Dynein transport cell count 0.42, Insulin prom up cell count 1073, bCat nuc transl cell count 5 µM 901, MT stabilize HCS Hoechst-high % 1.9, MT stabilize HCS cytotoxicity % 8.7 and Autophagy mod cell loss 18 h -3.8*.
Screening c1cc2cn[nH]c2cc1NC1CCCCCC1 returned XIAP antagonists -8.5%, Autophagy mod inactive, WT yeast gro inh 14, Insulin prom up 0.93, MT stabilize HCS 4.9, Dynein transport 3.3, bCat nuc transl 1.9, ER stress rescue 0.1%, WT yeast gro inh mutant strain 15, Dynein transport cytoplasmic EGFP -0.091, Dynein transport nuclear GR-EGFP 1.8, Dynein transport cell count -2, Insulin prom up cell count 1210, bCat nuc transl cell count 5 µM 785, MT stabilize HCS Hoechst-high % 4.9, MT stabilize HCS cytotoxicity % 12 and Autophagy mod cell loss 18 h -15.
Screening COc1ccccc1Cc1nc(-c2cccnc2)no1 returned Insulin prom up -0.21, Hep lipid drop -18, Dynein transport 0.27, bCat nuc transl -2.4, Dynein transport cytoplasmic EGFP -0.26, Dynein transport nuclear GR-EGFP -0.13, Dynein transport cell count 0.48, Insulin prom up cell count 1052, Hep lipid drop cells 6.5 µM 755 and bCat nuc transl cell count 5 µM 1329.
For Cc1ccc(C(=O)Nc2cc(=O)n(C)c(=O)n2C)cc1C the results were XIAP antagonists -14%, Autophagy mod inactive, WT yeast gro inh 2, Insulin prom up 0.3, MT stabilize HCS 4.2, Dynein transport 0.095, bCat nuc transl 1.4, ER stress rescue -0.5%, WT yeast gro inh mutant strain -7, Dynein transport cytoplasmic EGFP -0.11, Dynein transport nuclear GR-EGFP 0.11, Dynein transport cell count -0.69, Insulin prom up cell count 938, bCat nuc transl cell count 5 µM 1137, MT stabilize HCS Hoechst-high % 2.1, MT stabilize HCS cytotoxicity % 3.6 and Autophagy mod cell loss 18 h -6.
